IMP-1 inhibitor = inhibitors of Pseudomonas aeruginosa IMP-1 metallo-beta-lactamase. AID 1556. purified IMP-1, nitrocefin hydrolysis, epi-absorbance fluorescence. 290,000 compounds, 0.45% hits. inhibition, % at 5.6 µM;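 active means inhibition above the mean plus 3 SD of all compounds in the same screening run, cut at about 4.5% in these data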;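 further: 0% = IMP-1 with DMSO and 100% = DMSO wells lacking enzyme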
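Test system: recombinant IMP-1 enzyme, purified / Medium: HEPES buffer pH 7.1 with ZnSO4 and Brij 35 / Doses: single dose, 5.6 µM / Times: 25 °C, 15 min preincubation, 25 min reaction / Detection: Epi-absorbance via hydrolysed-nitrocefin quenching of white-plate fluorescence, 480/530 nm, EDTA stop / Evaluation: percent inhibition from optical density relative to buffer-blank wells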
NS3 helicase inh = blocks Hepatitis C virus NS3 helicase unwinding | NS3 helicase DNA unwinding, Cy5 molecular beacon fluorescence | inhibition, % at 10.9 µM | 290,000 compounds, 0.56% hits | AID 1800;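 active means inhibition above the mean of all tested compounds plus 3 SD, set per campaign, cut at about 35% in these data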;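 further: 0% = DMSO wells and 100% = thioflavine S control wells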
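assay system = NS3 helicase fragment of HCV | buffer or medium = MOPS pH 6.5, MgCl2, DTT, Tween20, BSA | timing = 60 min unwinding reaction at 25 °C after ATP addition | signal = Cy5 beacon fluorescence read at start and 1 h | read-out basis = % inhibition of unwinding | control set = low DMSO, high thioflavine S at 110 µM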
PHOSPHO1 inh = PHOSPHO1 (human) inhibition; recombinant PHOSPHO1, absorbance phosphatase assay; inhibition, % at 13.3 µM; 290,000 compounds, 1.1% hits; in the data active means inhibition above about 60%
VIM-2 inhibitor = inhibitors of Pseudomonas aeruginosa VIM-2 metallo-beta-lactamase. purified VIM-2, nitrocefin hydrolysis, epi-absorbance fluorescence. inhibition, % at 5.6 µM. 290,000 compounds, 0.89% hits. AID 1527;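 active means inhibition above the mean of all tested compounds plus 3 SD, cutoff set per screening run, cut at about 7.5% in these data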;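 further: red hydrolysis product quenches plate fluorescence so inhibitors raise well fluorescence; 0% = enzyme with DMSO and 100% = DMSO without enzyme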
GPR7 antagonist = antagonists of human GPR7 (neuropeptides B/W receptor 1) | GPR7-expressing cells, fluorescence antagonist assay | AID 1861 | 290,000 compounds, 1.1% hits | inhibition, % at 4.4 µM; in the data active means inhibition above about 16%, passing the limit was not always enough;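 further: cells stimulated with the agonist NPW; 0% = agonist with vehicle and 100% = vehicle without agonist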
Target sequence (P48145 whole entry, looked up): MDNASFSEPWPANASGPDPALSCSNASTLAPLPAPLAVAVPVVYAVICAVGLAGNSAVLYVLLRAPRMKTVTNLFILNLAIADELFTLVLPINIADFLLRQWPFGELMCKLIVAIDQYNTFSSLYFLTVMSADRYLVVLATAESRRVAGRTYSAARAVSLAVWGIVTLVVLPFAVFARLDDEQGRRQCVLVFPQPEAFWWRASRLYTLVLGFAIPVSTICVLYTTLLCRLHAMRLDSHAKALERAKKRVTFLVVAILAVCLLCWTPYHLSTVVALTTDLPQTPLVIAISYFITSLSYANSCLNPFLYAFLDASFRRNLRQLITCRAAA
DNA FID counter = fluorescent intercalator displacement, NS3 helicase counter-screen. 290,000 compounds, 0.17% hits. inhibition, % at 7.9 µM. DNA fluorescent intercalator displacement, fluorescence; in the data active means inhibition above about 37%;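 further: 0% = vehicle and 100% = reference compound; higher means more ethidium bromide displaced from hairpin DNA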
GalR3 antagonist = blocks the human galanin receptor 3; 360,000 compounds, 0.44% hits; HEK293 GalR3-CNG cAMP membrane potential fluorescence; galR3 body fused to GalR1 C-terminus; inhibition, % at 3 µM; O60755;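 active means inhibition above the screen-wide average plus 3 SD, cut at about 13% in these data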;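 further: forskolin and galanin both at EC90 stimulate the cells; cAMP rise reported by CNG channel membrane potential dye signal; 0% = forskolin plus galanin with DMSO and 100% = forskolin alone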
Target sequence (O60755 1-299 limits assumed): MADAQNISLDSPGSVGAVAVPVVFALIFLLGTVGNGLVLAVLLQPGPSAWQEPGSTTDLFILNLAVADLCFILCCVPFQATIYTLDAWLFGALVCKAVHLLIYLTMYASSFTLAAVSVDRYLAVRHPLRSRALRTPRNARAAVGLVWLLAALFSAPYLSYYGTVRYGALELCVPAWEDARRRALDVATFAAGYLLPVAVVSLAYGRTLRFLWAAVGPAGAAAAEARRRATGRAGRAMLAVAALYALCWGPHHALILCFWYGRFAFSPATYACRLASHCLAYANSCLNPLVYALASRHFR
V1R ag counter = V1a receptor agonism, counter-screen for OXTR agonists; P37288; CHO-V1R cells, Fluo-8 calcium fluorescence, agonist mode; 0% DMSO, 100% 3 nM vasopressin; activation, % at 3 µM; 320,000 compounds, 0.25% hits; AID 2797;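 active means activation above the mean activation of all tested compounds plus 3 SD, per screening run, cut at about 20% in these data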;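 further: signal is peak over basal fluorescence ratio across a 100 second FLIPR read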
Target sequence (P37288 whole entry, looked up): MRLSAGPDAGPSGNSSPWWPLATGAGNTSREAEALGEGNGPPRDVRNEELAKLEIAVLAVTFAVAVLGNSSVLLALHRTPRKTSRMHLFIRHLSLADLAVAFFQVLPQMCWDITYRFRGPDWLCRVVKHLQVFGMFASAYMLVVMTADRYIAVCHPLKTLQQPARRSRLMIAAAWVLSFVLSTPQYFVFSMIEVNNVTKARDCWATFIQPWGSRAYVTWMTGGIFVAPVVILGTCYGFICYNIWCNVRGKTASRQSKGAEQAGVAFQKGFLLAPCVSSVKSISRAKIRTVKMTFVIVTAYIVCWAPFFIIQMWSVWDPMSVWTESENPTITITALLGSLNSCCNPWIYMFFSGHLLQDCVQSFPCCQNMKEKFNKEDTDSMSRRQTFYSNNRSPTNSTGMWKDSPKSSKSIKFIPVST
OXTR ag = agonists of human oxytocin receptor | P30559 | CHO-OTR cells, Fluo-8 calcium fluorescence; normalized: DMSO 0%, oxytocin 100% | activation, % at 3 µM | 320,000 compounds, 0.32% hits | AID 2435;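 active means activation above the mean of all tested compounds plus 3 SD, cutoff set per screening run, cut at about 20% in these data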;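 further: peak over basal fluorescence ratio from a 100 s FLIPR kinetic read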
An asterisk follows results filed as active; . = no result given.

SMILES	IMP-1 inhibitor	NS3 helicase inh	PHOSPHO1 inh	VIM-2 inhibitor	GPR7 antagonist	DNA FID counter	GalR3 antagonist	V1R ag counter	OXTR ag
CCOc1ccc2nc(Nc3nc(CSc4nnnn4-c4ccccc4)cc(=O)[nH]3)nc(C)c2c1	-1.4	0	1	0.7	11	1	-6	-0.6	0.8
COc1ccc(-c2c3c(=O)n(C)c(=O)n(C)c3cn2C2CCCCC2)cc1	-0.2	8	-27	-3.3	1	-26	-1	-1.8	-2.5
Cn1c(=O)c(=O)n(C)c2cc(S(=O)(=O)NCCc3ccccc3)ccc21	-1.9	-3	50	0.9	-6	-2	-2	0.3	-0.6
O=C(NCc1ccc(Cl)cc1)C(=O)NCC1OCCCN1S(=O)(=O)c1cccs1 (stereo unspecified)	0.3	-8	4	-0.7	-6	-27	3	1.7	1.3
CCn1cc(C(=O)O)c(=O)c2cnc(N3CCN(C(=S)NC(=O)c4ccc(OC)cc4)CC3)nc21	-1.6	7	-120	1.4	-11	-25	-8	-0.2	1.1
Cc1cc2ccccc2n1CCNC(=O)C(C)C	-1.0	-6	12	-1.7	3	-3	.	17	2.3
CCOC(=O)/C(=C/c1ccc(N2CCC(c3ccccc3)=N2)cc1)C(C)=O	-2.6	-8	-15	-2.6	8	2	.	.	.
Cn1c(NCc2ccco2)nc2c1c(=O)n(Cc1ccc(Cl)cc1Cl)c(=O)n2C	-6.6	3	16	-2.1	-6	2	0	-0.3	0.0
CN1CCN(CC(=O)N2c3ccccc3Sc3ccccc32)CC1	-3.7	-1	-15	-0.7	-5	-4	0	1.1	0.5
CCOC(=O)c1cc(C(=O)OCC)c2cccc(C)n2c1=O	-2.5	8	19	4.7	-8	-9	2	-1.4	-2.9
Cc1cc(C(=O)NCCC2=CCCCC2)c(C)o1	-5.3	7	-16	-0.9	-13	-6	-6	0.0	-0.9
Cc1cc(C(=O)N2CCCC(CO)(Cc3ccc(F)cc3)C2)c(C)o1 (stereo unspecified)	-2.6	4	37	-2.1	3	-36	-4	0.5	0.3
Cc1nc2c3cc(F)ccc3n(Cc3ccc(F)cc3)c2s1	-1.3	3	-20	0.2	-5	-4	-12	-0.8	-2.0
COc1ccccc1Oc1nc2ccccn2c(=O)c1/C=C(\C#N)C(=O)Nc1c(C)n(C)n(-c2ccccc2)c1=O	-2.0	-9	-4	0.2	11	-33	-4	1.1	-1.0
Cc1cc(C(=O)OCC(=O)NCc2ccccc2Cl)c(C)o1	-4.3	-2	-21	-2.4	0	-10	-1	-1.8	-2.3
Cc1c(Cl)cccc1NC(=O)Nc1ccccc1C(N)=O	-4.8	-3	-42	0.6	0	-4	1	0.3	-0.6
CCCCc1c(C)nc2nc(SCc3ccc(Cl)cc3)[nH]n2c1=O	-3.9	8	2	-3.5	9	-14	-9	.	.
CCOC(=O)c1ccc2c(c1)N(C)C(=O)c1ccccc1S2	-0.6	3	-16	-3.4	14	-15	.	-1.3	-2.6
CCCCCCCC(=O)NNC(=O)c1c(O)c2ccccc2[nH]c1=O	-3.0	3	0	-2.9	-20	2	4	-0.4	-0.1
O=C(Nc1ccc(S(=O)(=O)Nc2ccccc2)cc1)C1COc2ccccc2O1 (stereo unspecified)	-1.9	-15	4	-1.6	6	-13	1	4.2	5.5
CCN1C(=O)C(F)(CC)C(=O)c2ccccc21 (stereo unspecified)	-3.2	8	-2	-1.9	-12	-1	-9	0.6	0.1
Cc1nc2c3ccccc3nc(NNC(=O)CCC(=O)N3CCN(c4ccc(F)cc4)CC3)n2n1	-5.8	8	18	-5.6	-17	-37	-7	0.7	0.5
CCC1=NC(c2ccc(Br)cc2)N(O)C1(C)C (stereo unspecified)	0.9	2	13	1.8	0	-4	-1	-0.4	-0.7
CN(C)S(=O)(=O)c1ccc(C(=O)NCCC(=O)N2CCCC2)cc1	-0.3	22	14	0.9	-6	-2	-7	0.0	0.0
Nc1nnc(SCCCC(=O)c2ccc(Br)cc2)s1	-2.2	1	-18	1.1	4	-8	-2	6.0	4.8

Carrying on:
SMILES	IMP-1 inhibitor	NS3 helicase inh	PHOSPHO1 inh	VIM-2 inhibitor	GPR7 antagonist	DNA FID counter	GalR3 antagonist	V1R ag counter	OXTR ag
Cc1ccc(CN(C)C(=O)c2c(C)nn(-c3ccccc3)c2C)cc1	-1.3	0	27	0.8	10	-38	-9	3.8	-0.6
CC(=O)Cc1nsc(NC(=O)c2ccc(COc3ccccc3)o2)n1	-1.1	-19	-12	-0.8	22	-10	-3	3.7	7.5
CCN(CC(=O)N1CCCC1)S(=O)(=O)c1ccc2ccccc2c1	-1.6	7	.	-1.4	-13	-12	-5	1.2	-0.5
Cc1[nH]nc2c1C(CCc1ccccc1)C(C#N)=C(N)O2 (stereo unspecified)	.	.	5	.	.	.	-6	0.6	0.1
O=C(NCc1cccnc1)C1CC(=O)N(c2ccc(Cl)cc2)C1 (stereo unspecified)	0.9	7	-18	-1.2	12	-7	-3	1.7	-0.1
Cc1cccc(-n2c(SCC(N)=O)nc3c(c2=O)C2(CCCCC2)Cc2ccccc2-3)c1	-3.6	-12	-2	-1.9	-6	1	-8	-0.3	-1.5
COc1ccc(C(Nc2ccc(S(=O)(=O)N3CCOCC3)cc2)C(=O)NCCC(C)C)cc1OC (stereo unspecified)	-3.5	-7	31	-2.7	-2	-41	-5	0.2	0.8
CCCN(CC1CC1)C(=O)CSc1ncnc2sccc12	-0.3	-2	17	-0.6	-6	-11	-3	-0.6	-1.9
COc1cc(SC)ccc1C(=O)Nc1cc(C)ccn1	-1.3	-5	15	0.7	-6	-2	-4	-0.2	-1.5
CC(=O)c1ccc(OCc2cc(C(=O)N(C)C3CCOC3)no2)cc1 (stereo unspecified)	3.4	16	-11	-1.8	-10	-11	-4	3.2	1.2
COc1ccc(NC(=O)c2cncc(Br)c2)c(S(=O)(=O)N2CCOCC2)c1	-4.7	9	9	-2.0	-5	0	-4	0.9	0.4
Cc1cc(C)cc(N2C(=O)CC(Sc3nnnn3-c3ccccc3)C2=O)c1 (stereo unspecified)	7.2*	-2	15	-1.5	5	-17	-8	0.5	-1.7
Cc1ccc(S(=O)(=O)/N=C(/c2ccccc2)N2CCOCC2)c(C)c1	-1.4	4	53	-1.6	-4	-11	-1	0.0	-0.4
COc1ccccc1N(C)S(=O)(=O)c1ccc(C(=O)N2CCC(C(N)=O)CC2)cc1	-0.1	0	3	0.1	-1	-6	-4	0.7	0.3
CCN(CC)CCn1c(SCC(=O)NCc2ccco2)nc2c(sc3ccccc32)c1=O	-1.2	0	31	0.4	-4	16	-9	0.8	-1.6
c1ccc(Nc2nc(N3CCCCC3)nc(N3CCNCC3)n2)cc1	-6.0	-51	29	-1.7	-6	0	-11	-0.2	-0.6
S=c1[nH]nc(-c2n[nH]c3c2CCC3)n1/N=C/C=C/c1ccccc1	-4.1	-8	-35	-2.6	-15	-15	-6	-1.9	-2.0
COc1cc(/C=N/N2CCN(Cc3ccc(Cl)cc3)CC2)ccc1OC(C)=O	0.1	-13	40	1.5	8	-8	-9	9.7	0.4
O=C(NCCSc1ccc(Cl)cc1)c1ccco1	1.3	20	14	2.6	11	-7	-3	0.0	-1.0
Cc1ccc(-c2nn(-c3cc(N4CCNCC4)ccc3[N+](=O)[O-])c(=O)c3ccccc23)cc1	-2.9	-48	-35	-2.5	8	19	-9	-1.2	3.2
Cn1cccc1Cc1nnc(SCC(=O)N2CCCC2)n1CCc1ccccc1	-4.6	10	43	-0.7	-15	-37	-2	1.0	1.1
Cc1ccc(N(CC(=O)NCc2ccccc2)C(=O)CCC(=O)Nc2nccs2)cc1	-1.7	-2	32	0.0	2	-40	-11	1.1	1.0
COc1cc2ncnc(NCc3ccc(C)o3)c2cc1OC	-0.3	-3	29	0.2	6	6	-1	0.6	0.2
Cc1cccc(-c2c3c(=O)n(C)c(=O)n(C)c3cn2-c2ccccc2O)c1	-1.8	-5	19	-1.5	-8	-9	0	-0.9	-2.4
CC1CCN(c2c(NCC3CCC(C(=O)NCc4ccccc4)CC3)c(=O)c2=O)CC1 (stereo unspecified)	-2.0	4	11	0.8	-6	-29	2	-0.1	0.3

Reprinted at random: three records from the list, in no set order.
SMILES	IMP-1 inhibitor	NS3 helicase inh	PHOSPHO1 inh	VIM-2 inhibitor	GPR7 antagonist	DNA FID counter	GalR3 antagonist	V1R ag counter	OXTR ag
S=c1[nH]nc(-c2n[nH]c3c2CCC3)n1/N=C/C=C/c1ccccc1	-4.1	-8	-35	-2.6	-15	-15	-6	-1.9	-2.0
Cc1cccc(-n2c(SCC(N)=O)nc3c(c2=O)C2(CCCCC2)Cc2ccccc2-3)c1	-3.6	-12	-2	-1.9	-6	1	-8	-0.3	-1.5
c1ccc(Nc2nc(N3CCCCC3)nc(N3CCNCC3)n2)cc1	-6.0	-51	29	-1.7	-6	0	-11	-0.2	-0.6

(more compounds)
SMILES	IMP-1 inhibitor	NS3 helicase inh	PHOSPHO1 inh	VIM-2 inhibitor	GPR7 antagonist	DNA FID counter	GalR3 antagonist	V1R ag counter	OXTR ag
CC(=O)c1ccc(C(=O)NC2CCCN(Cc3ccc(Cl)cc3)C2)s1 (stereo unspecified)	-4.7	-6	56	-1.6	-5	7	1	.	.
COc1ccccc1C(=O)Nc1ccc(S(=O)(=O)Nc2onc(C)c2C)cc1	-3.4	10	42	-1.8	-14	-29	-6	-0.9	3.8
CN(C)c1ccc(C(=S)NCc2ccco2)cc1	2.1	8	58	-1.0	-3	2	-5	0.3	-0.2
COc1ccc(NC(=S)Nc2ccccc2)c(OC)c1	0.9	-2	57	1.4	3	-4	0	-0.1	-0.3
Cn1ccc(C(=O)Nc2sc3c(c2C#N)CCC3)n1	-3.8	22	18	-0.1	14	1	0	2.0	-0.1
Cc1ccc(CC(=O)Nc2ccc(Cl)cn2)cc1	-0.8	1	.	-0.9	15	-6	-4	-1.1	-0.5
Cc1[nH]cc(Br)c(=O)c1Oc1ncc(C(F)(F)F)cc1Cl	-2.9	-7	-12	1.0	-9	-6	-4	0.4	1.3
S=C(NC1CCCC1)NC1CCCC1	-2.3	4	38	-3.2	-3	-1	-4	-0.4	-0.7
Cc1ccc(S(=O)(=O)/N=C(/c2ccccc2)N(C)c2ccc(O)cc2)cc1	-0.9	-14	-15	0.4	3	-22	-5	2.7	13
C#CCOCCOCCOCCNc1nc(N2CCOCC2)nc(N2CCN(C(=O)[C@H]([C@@H](C)CC)n3cc([C@@H](N)CC(C)C)nn3)CC2)n1	-3.0	-31	48	-3.9	-13	18	-4	0.8	-0.1
COC(=O)c1sc(N(C)C)c(C#N)c1-c1ccccc1	-3.0	-3	32	-1.0	-11	-12	-5	-0.5	-0.4
Cc1cc(C)cc(NC(=O)CN2CCN(c3ccccn3)CC2)c1	0.8	-4	.	-1.1	5	-24	-3	-0.1	-1.2
Cc1ccc(S(=O)(=O)c2nc(S(=O)(=O)c3ccc(C)cc3)c(N3CCN(CCO)CC3)s2)cc1	-1.6	-64	12	-1.3	-3	11	-6	1.5	1.5
O=S(=O)(/C=C/c1ccccc1)N1CCN(c2nc(-c3cccnc3)nc3ccccc23)CC1	-1.7	-5	-31	-1.9	-20	-15	-4	3.9	0.8
Cc1nc(/C=C\C(=O)O)c2cc(C)oc2n1	-2.8	-6	-26	-2.7	-5	0	-6	0.8	0.8
